FBW7 activator – activators of human E3 ligase FBW7; AID 1259310; Q969H0; hit rate 0.13% among 650,000; AlphaScreen FBW7–phospho-cyclin E peptide binding, activator screen; normalized activity (activation), % at 26.1 µM; in the data active means normalized activity above about 1.9%;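 further: purified mutant Fbw7 with reduced substrate affinity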
MITF inh – blocks human microphthalmia-associated transcription factor; inhibition, % at 2.6 µM; AID 1259374; AlphaScreen MITF homodimerization, bead proximity signal; hit rate 0.91% among 650,000; in the data active means inhibition above about 50%;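 further: 0% = vehicle wells with protein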
Target sequence (O75030 whole entry, looked up): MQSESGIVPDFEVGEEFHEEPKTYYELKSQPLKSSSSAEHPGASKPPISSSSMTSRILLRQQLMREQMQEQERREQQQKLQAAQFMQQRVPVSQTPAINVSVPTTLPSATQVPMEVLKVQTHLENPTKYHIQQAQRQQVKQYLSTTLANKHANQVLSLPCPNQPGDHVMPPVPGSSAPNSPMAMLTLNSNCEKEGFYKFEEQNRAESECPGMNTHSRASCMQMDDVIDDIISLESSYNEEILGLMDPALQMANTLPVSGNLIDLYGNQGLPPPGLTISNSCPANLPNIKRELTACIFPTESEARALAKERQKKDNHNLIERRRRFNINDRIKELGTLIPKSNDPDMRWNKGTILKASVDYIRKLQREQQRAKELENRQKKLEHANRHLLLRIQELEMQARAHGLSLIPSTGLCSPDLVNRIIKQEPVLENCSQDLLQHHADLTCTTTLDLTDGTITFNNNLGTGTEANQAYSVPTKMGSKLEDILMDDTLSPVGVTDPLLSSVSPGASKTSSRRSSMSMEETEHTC
TEAD-YAP inh – TEAD-YAP interaction inhibition; hit rate 1.4% among 640,000; AID 1259422; HEK-TIYL cells, TEAD-Gal4/YAP UAS-luciferase luminescence; inhibition, % at 9.12 µM; in the data active means inhibition above about 32%;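 further: 0% = median of test compound wells and 100% = reference inhibitor wells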
GPR151 activ – activates the human receptor GPR151 | PathHunter beta-arrestin GPR151 cells, luminescence | activation, % at 11.2 µM | hit rate 1% among 650,000 | AID 1508602; in the data active means activation above about 4.9%;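 further: 0% = median of compound wells and 100% = cells with positive control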
Target sequence (Q8TDV0 whole entry, looked up): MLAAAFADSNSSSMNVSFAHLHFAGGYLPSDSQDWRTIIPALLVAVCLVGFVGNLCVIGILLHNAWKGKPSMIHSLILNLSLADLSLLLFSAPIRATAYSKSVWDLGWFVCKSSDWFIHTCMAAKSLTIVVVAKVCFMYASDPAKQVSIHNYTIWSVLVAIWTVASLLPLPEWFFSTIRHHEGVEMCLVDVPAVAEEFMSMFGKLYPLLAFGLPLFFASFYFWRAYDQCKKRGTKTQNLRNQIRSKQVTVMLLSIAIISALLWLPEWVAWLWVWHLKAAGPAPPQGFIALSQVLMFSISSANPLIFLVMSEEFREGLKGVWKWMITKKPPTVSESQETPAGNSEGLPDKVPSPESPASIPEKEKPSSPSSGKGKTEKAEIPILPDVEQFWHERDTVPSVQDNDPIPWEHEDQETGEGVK
The depositor's hits bear a star.

SMILES | FBW7 activator | MITF inh | TEAD-YAP inh | GPR151 activ
COc1cccc(NS(=O)(=O)c2ccc3[nH]cc(C(=O)N4CCCC4)c(=O)c3c2)c1 | 0.2 | -5 | 6 | -0.2
CC1CCc2c(sc3ncn4c(=O)n(CC(=O)NC5CCCC5)nc4c23)C1 (centres undefined) | 0.1 | 9 | 1 | -0.9
O=C(c1ccc(F)c(F)c1)N1CCc2nc(N3CCCC3)[nH]c(=O)c2C1 | -0.2 | -3 | -2 | -0.3
O=C(NCc1ccc(F)cc1)c1cccc2c1C(=O)N(C1CCCCC1)C2 | 0.0 | 19 | -4 | -0.2
C=CCOc1ccc(-c2nc3c([nH]2)c(=O)n(C)c(=O)n3C)cc1OC | 0.0 | -4 | 6 | 2.1
Cc1ccc(C)c(C(=O)Cn2nnc3ccccc32)c1 | 0.4 | 14 | -89 | 0.8
COc1ccc(CCNC(=O)c2c(O)c3cccc4c3n(c2=O)CC4)cc1OC | 0.0 | -3 | 13 | 0.3
CCCCCOC(=O)CSc1nc2c(c(=O)[nH]c(=O)n2C)n1CCc1ccccc1 | 0.0 | -3 | -4 | -0.8
CCCCOc1ccc(C(=O)N/C(=C/c2ccccc2)C(=O)NCC(=O)O)cc1 | 0.1 | -10 | -5 | 0.1
O=C1CN=C(Nc2ccccc2F)N1c1ccc2c(c1)OCCO2 | -0.1 | -15 | -10 | 0.7
Nc1nc(Nc2ccccc2)nc2c1ncn2Cc1ccc(C(F)(F)F)cc1 | 0.1 | 10 | -17 | 2.8
CCOc1cc(C2NC(=O)NC(C)=C2C(=O)OC(C)C)cc([N+](=O)[O-])c1O (centres undefined) | 0.4 | 13 | 17 | -2.6
C=CCn1c(SCC(=O)N2CCOCC2)nc2sc3c(c2c1=O)CCC3 | -0.1 | -2 | -6 | 1.2
Cc1ccc(Nc2c([N+](=O)[O-])ccc3nonc23)c(C)c1 | -0.2 | 23 | -2 | -1.2
CC(=O)C1=C(C)OC(N)=C(C#N)C1c1cccs1 (centres undefined) | 0.1 | 11 | 6 | -0.2
O=C(Cc1ccccc1)n1cnc2ccccc21 | -0.2 | -4 | -3 | 0.2
COc1ccccc1NC(=O)Cn1ccn(-c2ccccc2)c(=O)c1=O | 0.6 | 20 | -8 | -2.0
COCCNC(=O)c1c[nH]c2ccc(S(=O)(=O)N3CCCCCC3)cc2c1=O | 0.0 | 9 | 8 | -0.6
CCOC(=O)c1sc(NC(=O)c2ccc(OC)c(OC)c2)nc1C | -0.1 | 18 | -12 | 1.6
O=C1CCCN1CCn1cnc2c(Nc3ccccc3)nc(Nc3nccc4ccccc34)nc21 | 0.1 | 4 | 7 | 1.8
O=C(CC1SC(=O)NC1=O)NCc1ccccc1 (centres undefined) | 0.0 | 4 | 4 | -0.8
O=C(Nc1ccc2[nH]ncc2c1)[C@@H]1CC[C@H](NC(=O)[C@H](O)c2cccc(Cl)c2)C1 | 0.0 | 1 | 7 | 0.3
CC(C(=O)N1CCCCCC1)n1sc2ccccc2c1=O (centres undefined) | 0.3 | 17 | -4 | -0.9
CCCCNC(=O)c1ccc(CS(=O)Cc2ccc(C)cc2)o1 (centres undefined) | 0.0 | -12 | -3 | 1.0
Cc1nc2ccc(-c3nc4ccccc4[nH]3)cc2[nH]1 | -0.1 | -2 | -14 | -1.5

A second format for part of the listing above:
SMILES,FBW7 activator,MITF inh,TEAD-YAP inh,GPR151 activ
CCOc1cc(C2NC(=O)NC(C)=C2C(=O)OC(C)C)cc([N+](=O)[O-])c1O (centres undefined),0.4,13,17,-2.6
CC(=O)C1=C(C)OC(N)=C(C#N)C1c1cccs1 (centres undefined),0.1,11,6,-0.2
CC(C(=O)N1CCCCCC1)n1sc2ccccc2c1=O (centres undefined),0.3,17,-4,-0.9

(further entries)
SMILES | FBW7 activator | MITF inh | TEAD-YAP inh | GPR151 activ
CCN(CC)c1ccc(/C=N/NC(=O)CNC(=O)c2ccccn2)cc1 | 0.0 | -13 | 1 | 1.1
CCCCCCC(O)(CCN1CCCCC1)c1ccc(OCC)cc1 (centres undefined) | 0.0 | -2 | -9 | -0.3
C/C(=N\Nc1ccc(S(N)(=O)=O)cc1[N+](=O)[O-])c1ccc(N)cc1 | -0.5 | 5 | -9 | 2.9
O=C(O)c1cc(N2CCCCC2)nc2ccccc12 | -0.1 | 0 | -3 | -0.5
COc1ccc(S(=O)(=O)NCC(c2ccc(F)cc2)N2CCOCC2)cc1OC (centres undefined) | -0.4 | 2 | 1 | -0.1
COc1ccc(C(=O)/C=C\Nc2cc([N+](=O)[O-])ccc2C)cc1OC | 0.1 | -2 | -1 | -0.7
CC(=O)N1CC(C)Sc2cc(S(=O)(=O)N3CCCC3)ccc21 (centres undefined) | -0.1 | -2 | 0 | -0.2
CN(C(=O)c1ccc(N2CCN(c3ccccn3)CC2)c([N+](=O)[O-])c1)C1CCCCC1 | -0.1 | -11 | 11 | -1.1
CCOC(=O)N1CCN(C(=O)C2CCN(Cc3ccc(OC)c(OC)c3)CC2)CC1 | -0.1 | 52* | 2 | 1.8
CSc1ccccc1C(=O)N1CCC2(CC1)CC(=O)c1ccccc1O2 | 0.1 | -2 | -5 | 4.5
O=C(Nc1nc2c(s1)CCCC2C(=O)NCCC1=CCCCC1)c1ccccc1 (centres undefined) | 0.0 | 7 | -3 | 0.3
COc1ccc(-c2nc(-c3ccncc3)cnc2N)cc1OC | -0.1 | -3 | -5 | -1.7
Cc1ccc(C)c(Oc2coc3cc(OCc4ccccc4Cl)ccc3c2=O)c1 | 0.7 | 0 | -2 | 0.2
Cc1ccc(C)c(C(=O)Nc2cc([N+](=O)[O-])ccc2C)c1 | 0.1 | 7 | 5 | -1.2
CC(NC(=O)CCCCn1c(=O)[nH]c2ccsc2c1=O)c1ccccc1 (centres undefined) | 0.2 | 3 | 9 | 0.4
COc1cccc(C(=O)Oc2ccccc2N2C(=O)C3CCCCC3C2=O)c1 (centres undefined) | -0.1 | 0 | -1 | 0.4
O=C(Nc1ccc2sccc2c1)c1ccc(S(=O)(=O)N2CCOCC2)cc1 | 0.0 | 1 | -8 | 0.6
O=c1ccc2cc(S(=O)(=O)NCc3cccnc3)ccc2o1 | 0.6 | 6 | 4 | 0.7
O=C(c1cc([N+](=O)[O-])ccc1N1CCOCC1)N1CCCC1 | -0.2 | -7 | 5 | 0.4
Cc1cccc(NC2=NCC(=O)N2Cc2ccccc2)c1 | 0.1 | 4 | -9 | 0.5
CCC(=O)NC(c1ccc([N+](=O)[O-])cc1)c1ccc2cccnc2c1O (centres undefined) | -0.2 | -19 | 85* | 0.2
O=C(CCCCCN1C(=O)c2ccccc2C1=O)NC(Cc1ccc(O)cc1)C(=O)O (centres undefined) | 0.3 | 13 | 7 | -0.8
COc1ccc(CN2C(=O)CN(C3CCCCCC3)C(=O)C2c2ccc(C)cc2)cc1 (centres undefined) | 0.1 | 5 | -5 | 0.2
Cc1c(C(=O)NC2CCCC(C)C2C)sc2ncn(CC(=O)N3CCOCC3)c(=O)c12 (centres undefined) | 0.0 | 0 | -6 | -1.4
CCn1nc(CC(=O)Nc2ccc(-n3cnnn3)c(OC)c2)c2ccccc2c1=O | 0.1 | 2 | 0 | -0.7
Further records:
SMILES | FBW7 activator | MITF inh | TEAD-YAP inh | GPR151 activ
CNC(=O)C(=O)Nc1ccc(Br)c(C)c1 | 0.1 | 6 | -29 | -1.9
CCN(CC)c1nc(NCCc2ccc(OC)cc2)nc(Nc2nccc3ccccc23)n1 | -0.2 | 1 | 8 | 4.4
CC1(C)OC2c3cc([N+](=O)[O-])ccc3OCN2c2ccccc21 (centres undefined) | 0.2 | 10 | -2 | -0.5
CN(C(=O)CCNC(=O)Cn1cnc2ccccc2c1=O)c1ccc(F)cc1 | 0.1 | 7 | 5 | 1.2
O=C(CCC(=O)c1ccccc1)OCCCCOC(=O)CCC(=O)c1ccccc1 | 0.0 | 0 | 9 | -0.7
Cc1ccccc1N1CCN(S(=O)(=O)c2ccccc2)CC1 | -0.1 | 1 | 4 | 0.1
CN(C(=O)CNc1ccccc1Cl)C1CCS(=O)(=O)C1 (centres undefined) | 0.6 | 17 | -3 | 1.1
CCn1c(=O)cc(OCC(=O)N2CCCCC2C)c2ccccc21 (centres undefined) | -0.1 | 13 | -2 | 0.5
Cc1ccc(NC(=O)Cn2c(=O)c3cccn3c3ccccc32)c(C)c1 | -0.1 | -2 | 6 | 0.2
CC(C)(C)CC(C)(C)c1ccc(OCC(=O)NNC(=O)c2ccc([N+](=O)[O-])cc2)cc1 | -0.2 | 0 | 2 | -1.0
Cc1cccc(OCCCC(=O)Nc2ccc(N(C)C)cc2)c1 | -0.3 | 22 | -81 | -1.1
COc1ccccc1NC(=O)N(Cc1nc(-c2ccc(OC)c(OC)c2)no1)C(C)C | 0.7 | 7 | -1 | -0.2
O=C(CSc1n[nH]c(=O)[nH]c1=O)OCc1ccccc1 | -0.2 | 2 | 5 | 0.5
COC(=O)c1ccc(C(=O)Nc2sc3c(c2C(=O)OC)CCN(C(C)C)C3)cc1 | 0.1 | -6 | -3 | -2.6
Cc1ccc(C)c(Cn2nnc(C(=O)Nc3ccc(Br)cc3)c2N)c1 | 0.6 | 20 | 4 | -1.5
Cn1c(SCCCN2C(=O)c3cccc4cccc(c34)C2=O)nnc1-c1cccs1 | -0.1 | -9 | 11 | -1.6
CCCCCCCCOC(=O)C1=C(C)Nc2nnnn2C1c1ccc([N+](=O)[O-])cc1 (centres undefined) | -0.2 | 0 | 6 | 1.4
O=[N+]([O-])c1ccc2nc(-c3nc4ccc([N+](=O)[O-])cc4[nH]3)[nH]c2c1 | -0.1 | 39 | -43 | -1.2
CCOC(=O)c1c(C)oc2ccc(N(C(C)=O)S(=O)(=O)c3ccc(CC)cc3)cc12 | 0.0 | 2 | 6 | 0.8
CCCCOc1ccccc1C1C(C(=O)OC)=C(C)NC2=C1C(=O)CC(c1ccccc1)C2 (centres undefined) | -0.1 | 1 | -8 | -1.0
CCN1C(=O)C2ON(c3ccc(Cl)cc3)C(c3ccc(N(C)C)cc3)C2C1=O (centres undefined) | -0.1 | 11 | 15 | -0.2
COc1ccc(C(CC(=O)NCCCN2CCOCC2)NS(=O)(=O)c2ccc(C)cc2)cc1 (centres undefined) | 0.0 | -2 | -8 | 3.1
CCN(CC)CCOC(=O)c1ccccc1Br | 0.5 | -1 | 8 | -1.1
C=CCNC(=O)[C@H]1C=CCN1C(=O)c1ccc(OC)cc1 | 0.6 | 8 | 2 | -0.3
CCCc1c(C)nc2c(C(=O)N3CCN(c4cc(Cl)ccc4C)CC3)c[nH]n2c1=O | 0.7 | -4 | -8 | 1.4

Record cards (already shown). Order of values: FBW7 activator | MITF inh | TEAD-YAP inh | GPR151 activ
`Cn1c(SCCCN2C(=O)c3cccc4cccc(c34)C2=O)nnc1-c1cccs1` as listed: -0.1 | -9 | 11 | -1.6
`Cc1ccccc1N1CCN(S(=O)(=O)c2ccccc2)CC1` as listed: -0.1 | 1 | 4 | 0.1
`CCN(CC)c1nc(NCCc2ccc(OC)cc2)nc(Nc2nccc3ccccc23)n1` as listed: -0.2 | 1 | 8 | 4.4
`Cc1cccc(OCCCC(=O)Nc2ccc(N(C)C)cc2)c1` as listed: -0.3 | 22 | -81 | -1.1
`CN(C(=O)CCNC(=O)Cn1cnc2ccccc2c1=O)c1ccc(F)cc1` as listed: 0.1 | 7 | 5 | 1.2

New compounds follow
SMILES | FBW7 activator | MITF inh | TEAD-YAP inh | GPR151 activ
Cc1ccc(-c2csc(NC(=O)COc3ccccc3[N+](=O)[O-])n2)cc1 | -0.4 | 0 | -15 | -1.0
CCN(CC)C(=O)c1c(NC(=O)c2cccc(C)c2)sc2c1CCC(C)C2 (centres undefined) | -0.1 | 4 | 9 | 1.4
CS(=O)(=O)NCCOc1ccccc1-c1ccccc1 | -0.1 | -3 | 1 | 0.2
COc1ccc(C2C3C(=O)N(C(C)C)C(=O)C3ON2c2ccc(Cl)cc2)c(OC)c1 (centres undefined) | 0.1 | -5 | 6 | -1.1
Cc1ccc(C)c(NS(=O)(=O)c2cc(C(=O)NCc3ccccn3)ccc2C)c1 | -0.4 | -11 | -9 | -1.9
COc1cc(-c2nc3s/c(=C\c4cccc([N+](=O)[O-])c4)c(=O)n3n2)cc(OC)c1OC | -0.1 | -8 | 8 | -0.5
CC(C)Cn1c(N2CCN(Cc3ccccc3F)CC2)nc2c1c(=O)[nH]c(=O)n2C | 1.1 | 1 | -5 | -1.5
O=C(Nc1ccc(C(=O)N2CCCC2)cc1)Nc1ccc(Cl)cc1Cl | -0.2 | -17 | -5 | -0.8
CCOC(=O)c1[nH]c(COC(C)=O)c(CCC(=O)OC)c1C | 0.0 | -20 | -5 | -0.9

4 compounds from above, limited to FBW7 activator, TEAD-YAP inh and GPR151 activ.
| SMILES | FBW7 activator | TEAD-YAP inh | GPR151 activ |
| --- | --- | --- | --- |
| COc1ccc(C2C3C(=O)N(C(C)C)C(=O)C3ON2c2ccc(Cl)cc2)c(OC)c1 (centres undefined) | 0.1 | 6 | -1.1 |
| Cc1ccc(C)c(NS(=O)(=O)c2cc(C(=O)NCc3ccccn3)ccc2C)c1 | -0.4 | -9 | -1.9 |
| COc1cc(-c2nc3s/c(=C\c4cccc([N+](=O)[O-])c4)c(=O)n3n2)cc(OC)c1OC | -0.1 | 8 | -0.5 |
| CC(C)Cn1c(N2CCN(Cc3ccccc3F)CC2)nc2c1c(=O)[nH]c(=O)n2C | 1.1 | -5 | -1.5 |

High-throughput results deposited in PubChem BioAssay by The Scripps Research Institute Molecular Screening Center.

An unsorted share of the library; about 3.5% have a hit in one of these screens.
